Screening data deposited in PubChem by Sanford-Burnham Center for Chemical Genomics.
TIM10 inh = growth inhibitors of isogenic TIM10 control yeast, primary screen, counter-screen for tim10-1 yeast inhibitor project, luminescence, uHTS. 330,000 tested, 1.4% active. inhibition, % at 10 µM. AID 463195, 2010. S. cerevisiae TIM10 strain growth, BacTiter-Glo luminescence, 24 h;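 active = inhibition of 40% or more at the single tested concentration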;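 also: wild-type TIM10 isogenic control strain grown at permissive 25 °C; 0% = DMSO yeast wells and 100% = minimal medium wells without yeast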
hIAP inh = human IAP inhibitors, primary screen, biochemical, luminescence, uHTS. purified IAP, CDP-Star luminescence, 30 min. inhibition, % at 10 µM. 330,000 tested, 0.12% active;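 active = inhibition reaching a set limit with compound at 10 µM in the primary screen, cut at about 35% in these data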;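 also: plate controls were DMSO wells with enzyme for no effect and no-enzyme buffer wells for full effect; values of inactives mirror those of a sister screen read the other way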
Target sequence (P09923 whole entry, looked up): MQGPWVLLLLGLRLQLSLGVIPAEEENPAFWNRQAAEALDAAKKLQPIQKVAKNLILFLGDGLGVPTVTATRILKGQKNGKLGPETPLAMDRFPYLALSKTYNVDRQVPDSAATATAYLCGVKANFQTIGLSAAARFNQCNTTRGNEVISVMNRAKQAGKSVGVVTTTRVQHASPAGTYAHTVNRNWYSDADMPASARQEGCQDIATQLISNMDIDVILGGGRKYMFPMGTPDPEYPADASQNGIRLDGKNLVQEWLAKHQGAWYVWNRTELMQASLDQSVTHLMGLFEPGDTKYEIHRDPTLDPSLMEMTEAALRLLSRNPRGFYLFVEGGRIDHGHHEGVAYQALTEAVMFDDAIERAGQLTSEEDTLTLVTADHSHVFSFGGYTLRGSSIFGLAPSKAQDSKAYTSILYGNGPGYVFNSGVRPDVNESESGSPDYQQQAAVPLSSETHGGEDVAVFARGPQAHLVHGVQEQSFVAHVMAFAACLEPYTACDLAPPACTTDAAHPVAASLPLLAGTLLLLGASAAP
hIAP activ = human IAP activators, primary screen, biochemical, luminescence, uHTS; AID 2524, 2010; 330,000 tested, 0.16% active; activation factor at 10 µM; purified human IAP, CDP-Star luminescence, 30 min; stronger effect = higher value; 1 = vehicle-only enzyme, 0 = enzyme-free background;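 active = activation factor of the enzyme at least 2-fold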; also: the source names both 10 and 20 µM as test concentration; values of inactives mirror those of a sister screen read the other way
ATG4B inhibitor = ATG4B protease inhibitors, primary screen, biochemical, fluorescence, uHTS | inhibition, % at 8.33 µM | 340,000 tested, 0.51% active | Cysteine protease ATG4B (Homo sapiens), Q9Y4P1 | ATG4B cleavage of LC3-PLA2, NBD-HPC fluorescence, 1 h | AID 504462, 2011; in the data active = inhibition above about 40%
Target sequence (Q9Y4P1 whole entry, looked up): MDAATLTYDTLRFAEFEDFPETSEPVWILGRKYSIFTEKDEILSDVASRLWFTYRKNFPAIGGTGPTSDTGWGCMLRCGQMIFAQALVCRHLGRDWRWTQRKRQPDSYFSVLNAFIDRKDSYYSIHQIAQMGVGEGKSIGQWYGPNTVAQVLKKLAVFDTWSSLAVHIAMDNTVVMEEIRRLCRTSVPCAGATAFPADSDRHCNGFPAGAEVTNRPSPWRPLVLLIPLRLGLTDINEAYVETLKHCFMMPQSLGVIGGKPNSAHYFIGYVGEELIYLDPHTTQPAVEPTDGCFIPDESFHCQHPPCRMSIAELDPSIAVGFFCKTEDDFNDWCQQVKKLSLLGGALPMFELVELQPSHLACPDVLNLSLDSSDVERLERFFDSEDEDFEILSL
mIAP act = activators of mouse IAP, primary screen, biochemical, luminescence, uHTS; intestinal alkaline phosphatase [Mus musculus]; muIAP, CDP-Star luminescence, 30 min; stronger effect = higher value; 1 = vehicle-only enzyme signal, 0 = enzyme-free wells; activation factor at 10 µM; 330,000 tested, 0.24% active; AID 2805, 2010;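 active = activation factor of at least 2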; also: the source names both 10 and 20 µM as test concentration; values of inactives mirror those of a sister screen read the other way
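Assay system: mouse IAP enzyme / Compound: DMSO-dissolved test compounds / Timing: 30 min, room temperature / Measured by: luminescence from enzymatic CDP-Star hydrolysis / Control set: DMSO-only wells, enzyme-free buffer wells as negative control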
tim10-1 inh = growth inhibitors of tim10-1 mutant yeast, primary screen, luminescence, uHTS; S. cerevisiae tim10-1 ts strain growth, BacTiter-Glo, 24 h; inhibition, % at 20 µM; 330,000 tested, 2.2% active;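 active = inhibition of at least 40%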;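 also: mutant grown at 25 °C; 0% = DMSO wells with yeast and 100% = wells holding no yeast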
NLRP3 yeast inh = NALP3 inflammasome inhibitors in reconstituted yeast, primary screen, luminescence, uHTS; Yeast reconstituted NLRP3/ASC/caspase-1, beta-gal luminescence, 24 h; inhibition, % at 10 µM; 330,000 tested, 0.39% active;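 active = inhibition of 50% or more; inactive = inhibition below 50%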;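 also: plate controls were induced DMSO wells for no effect and uninduced yeast grown without galactose for full effect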
mIAP block = inhibitors of mouse IAP, primary screen, biochemical, luminescence, uHTS | 330,000 tested, 0.2% active | purified mouse IAP, CDP-Star luminescence, 30 min | inhibition, % at 10 µM;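 active = inhibition of at least 40% at 10 µM in the primary screen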;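 also: plate controls were DMSO with enzyme for no effect and no enzyme wells for full effect; values of inactives mirror those of a sister screen read the other way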
Apaf-1 inh = inhibitors of human Apaf-1 apoptosome, primary screen, biochemical, DEVD-Rh110 fluorescence, uHTS. Apoptotic protease-activating factor 1 (Homo sapiens), O14727. inhibition, % at 20 µM. reconstituted apoptosome caspase-3 activity. 330,000 tested, 0.71% active; active = inhibition of at least 40% at 20 µM;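 also: plate controls were DMSO wells for no effect and DEVD-CHO caspase inhibitor wells for full effect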
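Medium: Hepes buffer, pH 7.5 / System: biochemical Apaf-1 apoptosome reconstitution / Measured by: Rh110 fluorescence, excitation 480 nm, emission 540 nm / Times: compound with Apaf-1, dATP, procaspase-3 30 min, then 50 min reaction, room temperature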
Numbers without * were called inactive; . = not tested or not shown. No enrichment for hits; 4.5% or so of the library scored in one or more.

SMILES	TIM10 inh	hIAP inh	hIAP activ	ATG4B inhibitor	mIAP act	tim10-1 inh	NLRP3 yeast inh	mIAP block	Apaf-1 inh
CC(OC(=O)c1cc(=O)[nH]c2ccccc12)C(=O)Nc1ccc(Cl)cn1 (centres undefined)	6	1	0.99	-2	1.1	-8	17	-11	-1
O=C1CCC([N+](=O)[O-])C(c2cccc3ccccc23)N1 (centres undefined)	-20	11	0.89	-16	1.1	3	15	-6	-18
CCNc1nc(NC(C)C)nc(N(C#N)CC(=O)OC)n1	6	-4	1	-15	1.1	15	11	-10	4
O=C(NCCN1CCOCC1)c1cccc(S(=O)(=O)Nc2ccc(Br)cc2)c1	0	22	0.79	-26	0.98	11	0	2	-4
CSc1ccccc1NC(=O)CN(C)CC(=O)Nc1ccc(N2CCOCC2)cc1	-6	-14	1.1	-1	1.1	7	4	-8	-3
O=C(NCc1ccc2c(c1)OCO2)c1ccc2c(c1)C(=O)N(CC1CCCO1)C2=O (centres undefined)	-1	-7	1.1	-6	1	11	1	-1	0
Cc1oc(-c2ccccc2F)nc1CN1CCC(C(=O)NCc2cccs2)CC1	0	7	0.93	0	0.89	3	27	11	7
c1ccn(-c2ccc(N3CCOCC3)cc2)c1	-1	3	0.97	2	0.98	-11	28	2	-1
O=C(NCCSCc1ccco1)Nc1cccc(Cl)c1	20	-36	1.4	27	1.9	23	-6	-89	-4
CC(=O)c1c(C)[nH]c(C(=O)Nc2cccc(S(=O)(=O)N3CCCCC3)c2)c1C	14	18	0.82	-10	1.2	20	13	-23	8
O=S(=O)(c1cccc2cccnc12)N1CCN(Cc2ccccc2)CC1	-15	-3	1	-6	1	21	3	-2	-6
COc1ccccc1-n1c(SCC(=O)OC(C)C)nc2cccnc21	4	-6	1.1	-3	0.92	9	-11	8	-1
C/C=C/c1ccc(OCCCCOc2ccc(OC)cc2)c(OC)c1	4	-18	1.2	-17	0.91	8	6	9	12
Cc1nc(NC(=S)NC(=O)COc2ccc(Cl)cc2)ccc1Br	6	19	0.81	0	1	12	14	-4	-10
O=C(CSc1ccccn1)Nc1ccc(Cl)cn1	-5	-17	1.2	-13	0.95	10	23	5	-14
CC1CCN(CCCNC(=O)c2cc3c(Cl)nc4ccccc4c3s2)CC1	5	6	0.94	-20	0.94	15	17	6	19
C=CCn1c(=O)c(C(=O)Nc2ccc(C)cn2)c(O)c2ccccc21	-15	-20	1.2	-1	1.1	-37	17	-9	-1
COc1cc(C2NC(=S)NC(C)=C2C(=O)Nc2cc(C)cc(C)c2)ccc1O (centres undefined)	3	-12	1.1	-10	1.1	10	1	-12	-2
NC(=O)NC(=O)COC(=O)c1ccc(OC(F)F)cc1	-6	-27	1.3	-7	0.96	-10	3	4	-7
C/C=C(/C)C(=O)Nc1cccc(C2=NOC3(C2)C[C@@H](C(N)=O)N(C(=O)CC(c2ccccc2)c2ccccc2)C3)c1 (some centres undefined)	1	-3	1	-20	1	-7	13	-4	9
O=C(CSc1ncccn1)NNC(=O)c1ccccc1	-5	-31	1.3	2	1.1	-19	-4	-6	-11
O=C(OC(C(=O)NCc1ccc(F)cc1)c1ccccc1)c1ccco1 (centres undefined)	-16	9	0.91	2	1	0	13	-3	0
Cc1ccccc1N1C(=S)NC2c3ccccc3OC1(C)C2C(=O)N(C)C (centres undefined)	-1	-8	1.1	-7	0.96	5	6	4	1
O=C(COC(=O)c1c(Cl)ccc(Cl)c1Cl)NCC1CCCO1 (centres undefined)	-3	4	0.96	0	0.98	1	19	2	1
Nc1cc(OCC(F)(F)F)cc(OCC(F)(F)F)c1	-12	-9	1.1	-12	1.1	4	-2	-11	-10
Cn1c(NC(=O)c2ccccc2F)cc(=O)n(C)c1=O	9	-4	1	4	1.1	-26	-4	-9	4
CCOC(=O)CSc1nc(-c2ccncc2)ccc1C#N	6	-10	1.1	-18	1.2	17	4	-16	-6
Cc1ccc(CNC(=O)C2CC(=O)N(C3CCCCCC3)C2)cc1 (centres undefined)	-9	-3	1	-4	1.2	36	4	-16	1
CCc1nc(NC(C)C)c2oc3ccccc3c2n1	-1	0	1	-6	0.92	-9	-2	8	-4
O=C(Cc1ccccc1Cl)Nc1cccc(S(=O)(=O)N2CCOCC2)c1	6	-13	1.1	-4	1.2	11	-8	-22	6
O=C(CCC(=O)c1ccc(Oc2ccccc2)cc1)Nc1ccc(Cl)cc1Cl	12	11	0.89	-12	1	11	9	0	9
CC(=O)Nc1ccc(S(=O)(=O)N2CCc3cc4c(cc3C2C)OCCCO4)cc1 (centres undefined)	8	-4	1	-3	1	21	-3	-3	3
COc1ccc(C(=O)NC2CCCCC2)cc1S(=O)(=O)N1CCCC1	4	5	0.95	-5	1	10	-1	-4	1
O=C(COc1ccc2ccc(=O)oc2c1)N1CC[C@@]2(O)CCCC[C@H]2C1	1	12	0.89	-14	0.9	-1	15	10	-13
COC(=O)Cc1c(C)c2ccc(OC(=O)c3ccccc3)cc2oc1=O	19	-56	1.6	4	0.95	2	-14	5	-14
Cc1ccc(S(=O)(=O)Nc2cc(C(F)(F)F)ccc2N2CCOCC2)c(C)c1	-12	-18	1.2	6	1	4	5	-2	27
CN(C)c1ccc(C(=O)OCC(=O)c2ccc[nH]2)cc1	-7	22	0.78	-2	0.93	-8	33	7	-5
C=CCOC(=O)C1=C(C)Nc2[nH]c(=O)[nH]c(=O)c2C1c1cccc(OC)c1 (centres undefined)	-6	-6	1.1	.	0.94	14	-7	6	4
O=C(Nc1ccc(F)cc1)NC1CCCc2ccccc21 (centres undefined)	5	5	0.95	2	1.7	-3	17	-72	10
CNS(=O)(=O)c1cc(NC(C)=O)c(C)cc1C	3	4	0.95	3	0.9	9	3	10	-6
CC(C)CCNC(=O)c1ccc(CSCc2cccc(F)c2)o1	10	0	1	13	1	3	20	0	3
O=C(Nc1ccc(CN2CCCCC2)cc1)c1cccc(F)c1	-5	-7	1.1	-4	1.1	10	-8	-7	-6
COc1ccc(/C=N/Nc2nc(-c3cccc(S(=O)(=O)N4CCCC4)c3)cs2)c(OC)c1	17	1	0.99	-10	1	27	18	-3	0
CC(C)c1nc(SCC(=O)Nc2ccc3c(c2)OCO3)n[nH]1	-3	-6	1.1	4	1	4	4	-2	6
CC1=C(C(=O)OCC2CCCO2)C(c2cccc(C(F)(F)F)c2)C2=C(CC(c3ccco3)CC2=O)N1 (centres undefined)	10	-2	1	3	1.1	20	5	-9	10
COc1ccc(C2(CNC(=O)c3ccco3)CCOCC2)cc1	10	19	0.81	0	0.99	16	8	1	0
CC(C)N(c1ccccc1)c1ncnc(NCCC(=O)O)c1[N+](=O)[O-]	-7	11	0.89	0	0.95	10	20	5	-3
O=C(NC1CCCC1)c1ccc(S(=O)(=O)N2CCCC2)cc1	-19	8	0.92	-1	1.1	-15	9	-6	-8

A draw from above in order of formula weight, rising:
SMILES	TIM10 inh	hIAP inh	hIAP activ	ATG4B inhibitor	mIAP act	tim10-1 inh	NLRP3 yeast inh	mIAP block	Apaf-1 inh
O=C1CCC([N+](=O)[O-])C(c2cccc3ccccc23)N1 (centres undefined)	-20	11	0.89	-16	1.1	3	15	-6	-18
O=C(OC(C(=O)NCc1ccc(F)cc1)c1ccccc1)c1ccco1 (centres undefined)	-16	9	0.91	2	1	0	13	-3	0
C=CCOC(=O)C1=C(C)Nc2[nH]c(=O)[nH]c(=O)c2C1c1cccc(OC)c1 (centres undefined)	-6	-6	1.1	.	0.94	14	-7	6	4
O=C(NCc1ccc2c(c1)OCO2)c1ccc2c(c1)C(=O)N(CC1CCCO1)C2=O (centres undefined)	-1	-7	1.1	-6	1	11	1	-1	0
O=C(NCCN1CCOCC1)c1cccc(S(=O)(=O)Nc2ccc(Br)cc2)c1	0	22	0.79	-26	0.98	11	0	2	-4
CC1=C(C(=O)OCC2CCCO2)C(c2cccc(C(F)(F)F)c2)C2=C(CC(c3ccco3)CC2=O)N1 (centres undefined)	10	-2	1	3	1.1	20	5	-9	10

Additional results.
SMILES	TIM10 inh	hIAP inh	hIAP activ	ATG4B inhibitor	mIAP act	tim10-1 inh	NLRP3 yeast inh	mIAP block	Apaf-1 inh
C#CCOCCOCCOCCNc1nc(N2CCN(C(=O)[C@H](CCC(=O)O)n3cc(C(N)[C@H](C)CC)nn3)CC2)nc(N2CCN(C(=O)[C@H](Cc3cc4ccccc4[nH]3)n3cc(C(N)[C@H](C)CC)nn3)CC2)n1 (some centres undefined)	7	-6	1.1	.	0.87	17	1	13	-6
COc1cc(C2C(C#N)=C(N)OC3=C2C(=O)CCC3)cc(OC)c1OC(=O)N1CCOCC1 (centres undefined)	12	18	0.82	0	1.1	6	4	-7	1
C=CCN1C(=O)c2ccc(C(=O)N3CCN(S(=O)(=O)c4ccc(C(C)C)cc4)CC3)cc2C1=O	2	-2	1	-11	1	21	22	-3	26
CCC(C)(C)n1nnnc1C(c1cccnc1)N1CCCC(C)C1 (centres undefined)	29	5	0.95	-12	0.93	20	-6	7	-2
COC(=O)C/C=C/[C@@H](C)[C@@H](/C=N/OC[C@@H](C)[C@H](OCc1ccccc1)C(C)C)NS(=O)(=O)c1ccc(C)cc1	12	3	0.97	.	1	18	-5	-4	-14
COc1cccc(NC(=O)C2CCCN2C(=O)NC2CCCCC2)c1 (centres undefined)	12	10	0.9	-3	0.9	-14	5	10	-6
O=C(COC(=O)c1cccnc1Cl)NC(=O)c1ccc(OC(F)F)cc1	-5	19	0.81	-9	0.96	-12	11	4	0
CCOc1ccc(C(=O)NC(=S)Nc2ccc(NC(=O)C(C)C)cc2)cc1[N+](=O)[O-]	1	12	0.88	-5	0.85	10	1	15	-3
Cc1cccc(C)c1NC(=O)c1cc(S(=O)(=O)N2CCOCC2)cn1C	-10	16	0.84	-3	0.94	5	13	6	-14
CCOC(=O)N1CCN(S(=O)(=O)c2ccc3c(c2)CCN3C(=O)CC)CC1	12	-6	1.1	-5	0.71	30	-7	29	-3
O=C(Nc1ccccc1N1CCOCC1)c1ccccc1NS(=O)(=O)c1ccc(F)c(F)c1	33	-6	1.1	-3	0.92	32	11	8	0
CC(C)N(CC#CC(O)(c1ccccc1)c1ccccc1)CCO	-4	10	0.9	-6	0.98	12	9	2	0
Cc1nccnc1Sc1ccccc1	-1	-4	1	1	0.9	19	8	10	13
O=C(COc1ccc(Br)cc1)Nc1ccc(CN2CCOCC2)cc1	-55	7	0.93	-1	1	-31	20	-2	10
Cn1cnc2c1c(=O)[nH]c(=O)n2C	-3	3	0.97	.	1.1	1	21	-8	-9
COC(=O)c1oc2ccc(Cl)cc2c1-n1cccc1	7	-4	1	12	0.99	14	7	1	0
CN(c1ccc(O)cc1)c1nc(-c2cccs2)cs1	64*	-3	1	-5	0.87	49*	27	13	-4
c1ccc(CNc2nc(-c3ccccc3)nc3ccccc23)cc1	21	0	1	8	1	33	28	-2	15
Cc1ccc(CNCc2cccnc2)s1	-9	2	0.98	3	1.1	-10	23	-7	1
O=C(Cc1ccc(Br)cc1)Nc1ccccc1N1CCCC1	16	-20	1.2	20	1	29	12	-1	-66
COC(=O)c1sccc1NC(=O)Nc1cc(OC)ccc1OC	13	8	0.92	-11	0.92	23	3	8	6
